Screens deposited in PubChem BioAssay by several laboratories.
SR-BI uptake up: activators of SR-BI mediated HDL lipid uptake. actives 0.096% (n = 320,000). CHO ldlA[mSR-BI] cells, DiI-HDL uptake fluorescence, 3 h; 100 = double the neutral-control signal. activation, % at 12.5 µM. AID 504775;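 active = mean replicate activation of at least 60% and every replicate at or above 60%; inconclusive = mean or all-replicate condition met, but not both; inactive = mean below 60% and not all replicates reaching 60%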;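 note: 0% = median plate neutral-control signal and 100% = twice that signal; values of inactives mirror those of a sister screen read the other way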
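Assay system: CHO ldlA[mSR-BI] cells, LDL receptor-null, SR-BI overexpressing; medium: Ham's F12 with 0.5% BSA, HEPES 25 mM, pH 7.4; also added: DiI-HDL 10 µg/mL; timing: 3 h uptake period with compound, 37 °C; signal: DiI fluorescence, bottom read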
PKA-R1A act: PKA-R1A complex activation | P00514+P68181 | PKA-R1A dissociation, Cy5-IP20 fluorescence polarization; scaled: DMSO 0%, 113 µM cGMP 100% | activation, % at 11.4 µM | actives 0.083% (n = 340,000);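 active = percent activation above the mean of all tested compounds plus 3 SD, cut at about 19% in these data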;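 note: higher means more PKAc released from R1A so a rise in polarization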
Mot1-301 SUMO: inhibitors of SUMOylation pathway: yeast Mot1-301 growth rescue. S. cerevisiae Mot1-301 growth rescue, ATP luminescence, 38.5C; percent above DMSO median, 100 means doubled. growth rescue, % at 18.8 µM. actives 1% (n = 320,000). AID 2716;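 active = every valid replicate shows activation above 250% relative to neutral control wells; inactive = the rest, any valid replicate at or below 250%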;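 note: OY570 slx delta 5 strain wells were the positive control but not used for scaling; some compounds called inactive have numbers as strong as hits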
SR-BI DiI inh: mouse SR-BI HDL lipid transfer inhibition. Q61009. ldlA[mSR-BI] CHO cells, DiI-HDL uptake fluorescence, 3 h. inhibition, % at 12.5 µM. actives 0.96% (n = 320,000);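 active = mean replicate inhibition of at least 70% and a set share of replicates each scoring 70 or more; inconclusive = meets just one of the two criteria; inactive = fails both criteria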;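 note: 0% = median of neutral control wells and 100% = median of positive control wells; values of inactives mirror those of a sister screen read the other way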
Target sequence (Q61009 whole entry, looked up): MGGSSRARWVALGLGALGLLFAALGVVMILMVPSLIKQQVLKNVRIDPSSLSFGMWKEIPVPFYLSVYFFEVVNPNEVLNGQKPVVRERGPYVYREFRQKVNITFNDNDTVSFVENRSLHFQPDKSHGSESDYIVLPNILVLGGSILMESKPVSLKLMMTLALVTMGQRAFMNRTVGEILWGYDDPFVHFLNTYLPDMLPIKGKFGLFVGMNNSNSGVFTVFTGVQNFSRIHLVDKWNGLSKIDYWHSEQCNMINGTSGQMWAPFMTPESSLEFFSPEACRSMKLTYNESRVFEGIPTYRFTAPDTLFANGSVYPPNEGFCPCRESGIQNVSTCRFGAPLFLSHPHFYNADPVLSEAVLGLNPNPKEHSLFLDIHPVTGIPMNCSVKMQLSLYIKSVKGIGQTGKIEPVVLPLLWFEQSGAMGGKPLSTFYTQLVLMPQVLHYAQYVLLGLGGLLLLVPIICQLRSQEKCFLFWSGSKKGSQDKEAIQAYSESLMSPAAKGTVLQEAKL
DSG3 Ab inh: blocks pemphigus antibody binding to human desmoglein-3; DSG3-coupled beads, scFv-anti-DSG3-GFP binding, flow cytometry; hits give low values; binding (percent of control), % at 10 µM; actives 0.48% (n = 310,000);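 active = binding more than 3 SD below its plate's average and above zero; inconclusive = below that plate limit but binding exactly zero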;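 note: hits lower antibody fragment binding to DSG3; some compounds called inactive have numbers as strong as hits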
CDK5 inh: CDK5/p35 (human) kinase inhibition; Q00535+Q15078; Recombinant CDK5/p35, ADP-Glo luminescence, 60 min; inhibition, % at 10 µM; actives 0.01% (n = 330,000); AID 488839;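 active = highest replicate inhibition of at least 50% and at least 75% of replicates reaching 50%; inconclusive = only one of the two criteria met; inactive = both criteria failed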;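 note: plate controls were DMSO neutral control for no effect and GW8510 at 10 µM for full effect; many of its hits are not listed in these tables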
PKA-R2B activ: activates the human PKA-R2B holoenzyme complex | P22694+P31323 | activation, % at 11.4 µM | AID 504700 | actives 0.079% (n = 340,000) | PKA-R2B holoenzyme dissociation, Cy5-IP20 fluorescence polarization; R2B truncated from residue 108, S112A mutant; 0% DMSO only, 100% 113 µM cGMP;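 active = activation above a cutoff set at the mean over all compounds plus 3 SD, cut at about 18% in these data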;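 note: higher means more holoenzyme dissociation and a rise in polarization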
Arrestin-AP2 inh: blocks beta-arrestin peptide binding to AP2 adaptin. FITC-arrestin peptide / GST-AP2 beads, flow cytometry; AP2 beta2 appendage carries R879A mutation. inhibition, % at 10 µM. actives 0.31% (n = 340,000);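 active = inhibition above a set limit, near 3 SD of compounds lacking own fluorescence, cut at about 54% in these data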;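 note: plate controls were DMSO wells for no effect and 5 µM unlabelled arrestin peptide for full effect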
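Test system: GST-tagged AP2 beta2-adaptin appendage (R879A) on 4 µm glutathione beads; also added: fluorescein-tagged arrestin peptide at 50 nM final; timing: 12 min plus 1 h, RT; signal: flow cytometry, FL1 (488/535 nm); read-out: percent drop in bead-associated FITC signal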
MITF act: increases MITF-driven TRPM1 promoter luciferase signal; SK-MEL-5 TRPM1-promoter luciferase, 24 h; % of positive control, neutral wells = 0; activation, % at 12.5 µM; actives 0.75% (n = 300,000); AID 588334;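 active = mean activation of at least 80% with every replicate also reaching 80%; inconclusive = mean reaches 80% but some replicate falls short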;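 note: 0% = neutral control wells and 100% = parthenolide positive control wells; values of inactives mirror those of a sister screen read the other way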
NSD2 HMT inh: inhibitors of human histone methyltransferase NSD2. O96028. NSD2 peptide methylation, AlphaScreen, 120 min. inhibition, % at 12.5 µM. actives 0.54% (n = 310,000); in the data active = inhibition above about 50%
dFosB activator: mouse delta FosB homodimer activation; purified delta FosB, TAMRA-CDK5 oligo fluorescence polarization; percent of positive-control signal above neutral wells; actives 0.99% (n = 340,000); AID 493131; activation, % at 25 µM; P13346;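 active = mean activation above about 17%, with every replicate also reaching it, limit read from the data, passing the limit was not always enough; inconclusive = only one of the two conditions met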;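 note: fluorescence polarization rise as delta FosB binds a TAMRA Cdk5 AP-1 oligo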
Target sequence (P13346 whole entry, looked up): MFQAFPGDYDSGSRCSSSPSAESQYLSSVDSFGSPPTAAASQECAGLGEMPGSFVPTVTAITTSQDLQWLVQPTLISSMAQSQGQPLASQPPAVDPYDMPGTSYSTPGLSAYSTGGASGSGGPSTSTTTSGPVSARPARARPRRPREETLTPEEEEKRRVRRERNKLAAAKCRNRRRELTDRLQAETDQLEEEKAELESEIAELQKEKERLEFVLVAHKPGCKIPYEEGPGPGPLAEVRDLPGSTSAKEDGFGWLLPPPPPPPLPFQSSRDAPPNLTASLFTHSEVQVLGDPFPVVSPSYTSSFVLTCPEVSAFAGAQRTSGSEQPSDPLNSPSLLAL
The depositor's hits bear a star; ? = inconclusive; . = not tested or not shown; + = active, no number.

SMILES	SR-BI uptake up	PKA-R1A act	Mot1-301 SUMO	SR-BI DiI inh	DSG3 Ab inh	CDK5 inh	PKA-R2B activ	Arrestin-AP2 inh	MITF act	NSD2 HMT inh	dFosB activator
CCOc1ccc2[nH]c(=O)c(CN(Cc3ccco3)C(=O)c3cccc(F)c3)cc2c1	-15	13	154	15	106	0.2	-4	15	-18	.	-8
CN1CCN(S(=O)(=O)c2ccc3c(c2)CC(=O)N3C)CC1	.	-7	1	-77	109	-0.2	8	30	2	0	-9
C=C1CC(Cn2cc(Br)c(=O)[nH]c2=O)(c2ccc(-c3ccccc3)cc2)OC1=O (centres undefined)	-18	1	.	18	93	1.2	0	5	-108	1	-30
CCN(CC)CCOC(=O)C1(c2ccc([N+](=O)[O-])cc2)CCCC1	14	6	-14	-14	113	-0.6	8	-1	3	.	-3
Cc1nnsc1NC(=O)OCc1ccccc1Cl	-4	1	4	4	112	0.3	-5	8	9	-2	-2
CCOC(=O)c1cc(C(C)=O)c(=O)[nH]c1C	3	3	482	-3	85	0.9	3	15	0	18	-5
CC(=O)Oc1ccc(-c2cccc(C(=O)OCC(=O)N(C)c3ccccc3)c2)cc1	-29	-10	16	29	99	-2.3	2	10	1	0	-7
CC(C)C(=O)N1CCN(c2ccc(NC(=O)c3ccc(Br)o3)cc2)CC1	-27	3	20	27	115	1.1	5	7	18	-5	-5
Cc1ccccc1N(CC(=O)N1CCc2ccccc2C1)S(C)(=O)=O	-12	5	-6	12	111	1.4	2	9	0	-2	-6
COc1ccc(C(=O)NC2CC2)cc1OC1CCN(Cc2cnn(C)c2C)CC1	23	-1	-9	-23	101	1.1	4	-8	0	-1	-3
CCOC(=O)c1c(N)nn(C(=O)C(C)C)c1-c1ccccc1	-1	-5	2	1	99	0.0	3	5	-5	-2	4
Cc1ccc(-n2c(Cc3cccn3C)nnc2SCC(=O)Nc2ccc3c(c2)OCO3)cc1	-33	6	-12	33	100	0.6	-1	-3	-16	5	-12
Cc1cc(C)c(C#N)c(SCc2ccccc2F)n1	-12	-4	20	12	102	-3.8	0	21	-7	-6	-4
O=C(c1ccccc1Oc1ccc([N+](=O)[O-])cc1)N1CCOCC1	-6	-9	-4	6	109	0.2	12	38	3	-2	-1
CN1CCN(S(=O)(=O)c2ccc(NC(=O)c3cccs3)cc2)CC1	5	-3	129	-5	99	0.9	-2	1	6	8	-1
COC(=O)c1ccc(NC(=O)CSc2nnc(-c3ccncc3)n2C)cc1	-1	-2	-1	1	101	-1.2	6	25	.	22	-3
COc1ccc(NC(=O)CN(Cc2ccccc2)Cc2ccccc2)cc1S(N)(=O)=O	-6	-3	77	6	98	-0.9	14	-1	-15	1	-2
Cc1cc(C)c(S(=O)(=O)N2CCCCC2C(=O)O)c(C)c1 (centres undefined)	18	-1	-23	-18	99	-0.4	0	-14	-10	-3	3
Cc1ccc(C)n1-c1ccc(N2CCOCC2)c(Br)c1	-9	12	-12	10	101	0.2	9	31	-14	1	-10
O=c1c2cc(N3CCOCC3)ccc2[nH]c(=S)n1Cc1cccc(Cl)c1	-26	-5	-8	26	102	-0.1	7	-5	-9	1	2
CC1CC(C)(C)CC2(C1)NC(=O)N(CC(=O)OCc1ccc(Br)cc1)C2=O (centres undefined)	2	5	-9	-2	104	-1.1	1	1	2	0	2
CCOC(=O)C1=C(c2ccccc2)NC(=O)N(C(C)=O)C1c1cccc([N+](=O)[O-])c1 (centres undefined)	14	-1	-5	-14	95	1.7	5	4	-3	1	-20
CC(C)C(=O)N1CCN(S(=O)(=O)c2ccc3ccccc3c2)CC1	.	-6	-7	.	122	1.2	10	1	-13	-2	-11
COCCn1c(SCc2c(F)cccc2Cl)nc2c1c(=O)[nH]c(=O)n2C	-2	-2	-4	2	.	1.1	-3	7	.	-2	0
COc1ccc(-c2cc(C(=O)OCC(=O)NC(C)C)c3ccccc3n2)cc1	-21	0	-4	21	107	-2.0	-2	1	21	-6	-21
CCOC(=O)/C(C#N)=C/NC(=O)NC(C)(C)C	-16	10	-12	16	106	-0.1	13	-3	-11	2	8
COC(=O)CN1C(=O)[C@H]2[C@@H](c3ccc(C)o3)N3C(=O)CN(Cc4ccc(-c5ccccc5)cc4)C(=O)[C@@]3(C)[C@H]2C1=O	22	-6	-9	-22	102	-1.6	-16	-2	6	.	-3
CCCN(CCC)S(=O)(=O)c1cc(CN2C(=O)c3cccnc3C2=O)ccc1OC	-2	-4	-21	2	97	0.3	-1	4	7	-3	-19
COc1ccc(/C=C/C(=O)OCC(=O)NC2CCS(=O)(=O)C2)cc1 (centres undefined)	-13	7	.	13	.	-0.5	-2	14	6	-3	3
Cc1cc(C)cc(NC(=O)COC(=O)c2ccc(CN3CCCC3=O)cc2)c1	-5	11	1	5	.	-0.9	8	11	-1	1	-5
CCNS(=O)(=O)c1ccc(NC(=O)Cn2nc(C(F)(F)F)cc2C)cc1	-4	-8	.	4	97	0.6	-5	62*	-4	-1	-7
CC1CCCCN1CC(=O)c1c(N)n(Cc2ccccc2)c(=O)n(C)c1=O (centres undefined)	2	-3	-10	-2	116	1.6	-4	-5	16	.	4
O=C(O)CCC(=O)Nc1ccc2c(c1)Cc1cc(NC(=O)CCC(=O)O)ccc1-2	20	4	-15	-20	109	0.2	6	-1	0	0	-8
O=C(Cn1nnc2c(cnn2-c2ccccc2)c1=O)N1CCN(c2ccccc2F)CC1	8	19*	26	-8	118	0.6	11	11	-6	0	4
COc1ccc(/C=N/Nc2snc(SC)c2C#N)cc1OC	-63	-14	-12	63	105	-0.6	-2	6	?	17	-16
COc1ccc(N2C(=O)CSC23C(=O)Nc2ccccc23)cc1 (centres undefined)	-33	0	-3	33	.	1.5	-3	-1	-11	.	-7
Cc1ccccc1CSc1n[nH]c(NS(=O)(=O)c2ccccc2)n1	6	-3	+	-6	.	-8.3	7	-2	-9	-2	-1
CCCCNC(=O)CC1N=C2c3ccccc3N=C(SCC(=O)Nc3ccc(OC)cc3)N2C1=O (centres undefined)	18	-8	.	-18	107	-0.3	1	-6	.	5	1
O=C(NCc1ccccc1)c1ccc2c(=O)[nH]c3c(C(=O)NCC4CCCO4)sc(=S)n3c2c1 (centres undefined)	-53	-1	3	53	117	0.2	-6	13	7	14	-28
O=C(NC(=S)Nc1ccccc1[N+](=O)[O-])c1ccccc1	-22	-5	26	22	109	-2.3	-7	7	.	-2	-1
CC(C)CC1NC2(C(=O)N(C)c3ccccc32)C2C(=O)N(C(C)C)C(=O)C12 (centres undefined)	6	3	5	-6	106	-3.2	2	6	3	.	-2
C=CCn1c(SCc2ccccc2F)nc2cc(C(=O)O)ccc2c1=O	8	7	10	-8	110	-2.8	1	-9	1	3	-11
Cc1ccc(C)c(C(=O)CCC(=O)N2CCN(c3cccc(C(F)(F)F)c3)CC2)c1	-7	-16	12	7	.	-2.8	-2	0	4	12	-18
CC(=O)NCCOc1nc(N(C)C)nc(N2CCOCC2)n1	10	-2	-5	-10	.	-2.9	-10	4	-5	1	-2
Cc1cc(=O)[nH]c(-c2ccccc2)n1	5	6	-20	-5	.	0.0	-4	1	-10	0	-5
CS(=O)(=O)Cc1cc(N2CCCC2)nc(-c2ccccc2)n1	-16	-4	8	16	97	-0.3	0	-16	-10	2	-1
C/C(=N\NC(=O)CC(C)C)c1ccc(Cl)c(Cl)c1	-9	5	-8	9	101	0.1	-2	-7	30	-2	-8
CSc1sc(C(=O)NNC(=O)c2ccc(Cl)cc2)c2c1C=CCC2	-31	-2	11	31	117	0.3	-1	-3	.	-1	-11
COc1ccc(C(=O)/C=C/Nc2cc(C)on2)c(OC)c1	-9	-3	-2	9	.	0.9	9	-10	.	-1	-11

11 structures out of the list, sorted by SMILES length, falling:
SMILES	SR-BI uptake up	PKA-R1A act	Mot1-301 SUMO	SR-BI DiI inh	DSG3 Ab inh	CDK5 inh	PKA-R2B activ	Arrestin-AP2 inh	MITF act	NSD2 HMT inh	dFosB activator
CCOC(=O)C1=C(c2ccccc2)NC(=O)N(C(C)=O)C1c1cccc([N+](=O)[O-])c1 (centres undefined)	14	-1	-5	-14	95	1.7	5	4	-3	1	-20
C=C1CC(Cn2cc(Br)c(=O)[nH]c2=O)(c2ccc(-c3ccccc3)cc2)OC1=O (centres undefined)	-18	1	.	18	93	1.2	0	5	-108	1	-30
Cc1ccc(C)c(C(=O)CCC(=O)N2CCN(c3cccc(C(F)(F)F)c3)CC2)c1	-7	-16	12	7	.	-2.8	-2	0	4	12	-18
O=C(Cn1nnc2c(cnn2-c2ccccc2)c1=O)N1CCN(c2ccccc2F)CC1	8	19*	26	-8	118	0.6	11	11	-6	0	4
CCCN(CCC)S(=O)(=O)c1cc(CN2C(=O)c3cccnc3C2=O)ccc1OC	-2	-4	-21	2	97	0.3	-1	4	7	-3	-19
COCCn1c(SCc2c(F)cccc2Cl)nc2c1c(=O)[nH]c(=O)n2C	-2	-2	-4	2	.	1.1	-3	7	.	-2	0
COc1ccc(/C=C/C(=O)OCC(=O)NC2CCS(=O)(=O)C2)cc1 (centres undefined)	-13	7	.	13	.	-0.5	-2	14	6	-3	3
COC(=O)c1ccc(NC(=O)CSc2nnc(-c3ccncc3)n2C)cc1	-1	-2	-1	1	101	-1.2	6	25	.	22	-3
CN1CCN(S(=O)(=O)c2ccc(NC(=O)c3cccs3)cc2)CC1	5	-3	129	-5	99	0.9	-2	1	6	8	-1
COc1ccc(N2C(=O)CSC23C(=O)Nc2ccccc23)cc1 (centres undefined)	-33	0	-3	33	.	1.5	-3	-1	-11	.	-7
COc1ccc(/C=N/Nc2snc(SC)c2C#N)cc1OC	-63	-14	-12	63	105	-0.6	-2	6	?	17	-16
